Bioassay records: PubChem BioAssay, several laboratories
CHRM5 antagonist = blocks acetylcholine activation of human M5 receptor; inhibition, % at 3 µM; CHO-hM5 cells, Fluo-8 calcium fluorescence, ACh EC80; 360,000 tested, 0.59% active;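 active = inhibition above a per-plate cutoff, the mean of that plate's test compounds plus 3 SD, cut at about 27% in these data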;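 note: 0% = acetylcholine EC80 with DMSO and 100% = DMSO without agonist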
Target sequence (P08912 whole entry, looked up): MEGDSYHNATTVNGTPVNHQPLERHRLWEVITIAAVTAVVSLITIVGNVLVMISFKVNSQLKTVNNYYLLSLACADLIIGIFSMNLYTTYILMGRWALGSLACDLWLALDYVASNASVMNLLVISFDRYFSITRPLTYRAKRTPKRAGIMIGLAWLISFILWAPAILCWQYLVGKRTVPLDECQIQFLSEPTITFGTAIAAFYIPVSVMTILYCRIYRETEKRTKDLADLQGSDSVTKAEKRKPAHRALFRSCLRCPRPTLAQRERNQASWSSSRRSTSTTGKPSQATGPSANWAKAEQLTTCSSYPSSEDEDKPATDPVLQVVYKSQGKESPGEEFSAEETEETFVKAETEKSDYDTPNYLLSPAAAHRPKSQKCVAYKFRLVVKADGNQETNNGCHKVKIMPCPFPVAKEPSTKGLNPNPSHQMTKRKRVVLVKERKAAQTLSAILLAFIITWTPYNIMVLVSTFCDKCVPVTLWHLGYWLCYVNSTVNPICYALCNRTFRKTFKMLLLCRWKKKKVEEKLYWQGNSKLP
CHRM1 PAM = potentiates human M1 receptor response to acetylcholine; CHO-K1 hM1, Fluo-8 calcium fluorescence, ACh EC20; 0% = ACh EC20, 100% = maximal ACh; activation, % at 3 µM; 360,000 tested, 0.088% active; AID 588819; in the data active = activation above about 19%, passing the limit was not always enough
Target sequence (P11229 whole entry, looked up): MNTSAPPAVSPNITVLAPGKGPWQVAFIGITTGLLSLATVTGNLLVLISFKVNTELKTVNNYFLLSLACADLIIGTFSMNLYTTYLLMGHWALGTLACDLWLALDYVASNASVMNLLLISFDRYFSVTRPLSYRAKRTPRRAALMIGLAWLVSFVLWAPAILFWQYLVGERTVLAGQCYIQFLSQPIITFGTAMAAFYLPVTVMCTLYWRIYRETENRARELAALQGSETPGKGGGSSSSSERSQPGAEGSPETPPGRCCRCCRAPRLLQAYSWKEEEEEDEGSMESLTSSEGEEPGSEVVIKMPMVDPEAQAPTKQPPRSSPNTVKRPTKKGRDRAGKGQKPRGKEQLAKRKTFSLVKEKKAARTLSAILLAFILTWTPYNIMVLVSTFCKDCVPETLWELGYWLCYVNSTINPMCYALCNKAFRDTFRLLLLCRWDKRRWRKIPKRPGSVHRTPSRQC
CHRM5 agonist = agonists of human muscarinic M5 receptor (CHRM5); CHO-K1 hM5 cells, Fluo-8 calcium fluorescence; 0% DMSO wells, 100% maximal acetylcholine response; 360,000 tested, 0.19% active; activation, % at 3 µM;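 active = activation above the run's mean over test compounds plus 3 SD, cut at about 23% in these data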;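 note: signal is peak over basal fluorescence ratio across the kinetic read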
CRFR2-BP ag = CRF-BP/CRF-R2 complex agonism | HEK293 CRF-R2/CRF-BP, calcium dye fluorescence (FLIPR); percent of saturating CRF peptide response | activation, % at 13.2 µM | 350,000 tested, 0.46% active;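 active = activation of at least 50%, plus an integration ratio under a set limit after plate pattern correction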;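 note: plate controls were neutral control wells without compound for no effect and CRF at EC100 for full effect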
M4 ag = CHRM4 agonism in calcium assay. CHO-K1 hM4/Gqi5, Fluo-8 calcium fluorescence; vehicle 0%, full acetylcholine response 100%. 360,000 tested, 0.14% active. P08173. activation, % at 3 µM;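 active = activation above the run mean over all test wells plus 3 SD, cut at about 32% in these data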;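 note: peak over basal fluorescence ratio per well then scaled between controls; 0% = DMSO wells and 100% = acetylcholine at EC100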
CHRM4 antagonist = antagonists of human muscarinic M4 receptor (CHRM4) | P08173 | CHO-hM4 cells, ACh EC80, Fluo-8 calcium fluorescence | inhibition, % at 3 µM | 360,000 tested, 0.73% active | AID 624125;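 active = inhibition above its plate's cutoff, the mean inhibition of sample wells plus 3 SD, cut at about 27% in these data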;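 note: 0% = acetylcholine EC80 with DMSO and 100% = DMSO without agonist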
CHRM4 PAM = potentiates acetylcholine response at human M4 receptor; AID 624126; CHO-K1 hM4/Gqi5, Fluo-8 calcium fluorescence, ACh EC20; 0% = ACh EC20, 100% = maximal ACh; P08173; 360,000 tested, 0.4% active; activation, % at 3 µM;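 active = activation above its plate's cutoff, the mean activation of sample wells plus 3 SD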; note: some results filed as inactive read as strong as hits
M1 antag = blocks human M1 muscarinic receptor; P11229; CHO-K1 hM1, Fluo-8 calcium fluorescence, ACh EC80 antagonist; inhibition, % at 3 µM; 360,000 tested, 1.3% active; AID 588852;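 active = percent inhibition above its own plate's cutoff, namely the mean of that plate's compound wells plus 3 SD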;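 note: peak over basal fluorescence ratio during 140 s after agonist addition; 0% = ACh EC80 plus DMSO and 100% = DMSO alone without agonist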
CHRM5 PAM = positive allosteric modulators of human muscarinic M5 receptor | CHO-K1 hM5, Fluo-8 calcium, ACh EC20 PAM; 0% = ACh EC20, 100% = ACh EC100 | activation, % at 3 µM | 360,000 tested, 0.3% active | AID 624038;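 active = activation above the run cutoff, the mean activation of all test compounds plus 3 SD, cut at about 18% in these data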
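System – CHO-K1 hM5 cells · Compound – 3 µM, single dose · Incubation – compound preincubation 140 s before EC20 acetylcholine addition · Technique – Fluo-8 calcium fluorescence · Measure – Max/basal fluorescence ratio as % of EC20–EC100 ACh window · Benchmarks – low control EC20 acetylcholine (0%), high control EC100 acetylcholine (100%) · Replication – singlicate, one well per test compound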
Active calls of the source: *; nt = no result given.

SMILES	CHRM5 antagonist	CHRM1 PAM	CHRM5 agonist	CRFR2-BP ag	M4 ag	CHRM4 antagonist	CHRM4 PAM	M1 antag	CHRM5 PAM
O=C(NCC1CCCO1)c1ccccc1NS(=O)(=O)c1cccs1 (stereo not drawn)	-6	7	-1	0.4	2	1	1	-1	8
Clc1ccc(CCNc2ncnc3nc[nH]c23)cc1	20	-21	13	-2.7	22	16	-15	30*	-22
O=C(Cc1ccc(F)cc1)Nc1nc(-c2ccc(F)c(F)c2)cs1	3	-18	-11	3.4	11	8	-13	11	-23
O=C(NCc1cc(C(F)(F)F)cc(C(F)(F)F)c1)C1CC(c2cccc([N+](=O)[O-])c2)=NO1 (stereo not drawn)	15	-2	0	1.4	4	-2	2	3	-4
CC1CC(C)CN(CCOc2cccc3ccccc23)C1 (stereo not drawn)	-2	3	-3	-1.4	2	-8	6	-1	1
Cc1ccc2cc(CCNC(=O)C(=O)c3c(C)[nH]c4ccccc34)c(=O)[nH]c2c1	4	4	-2	-1.5	3	-4	-6	-4	-6
CC(C)CC(N)c1csc(NC(=O)Nc2ccccc2Cc2ccccc2)n1 (stereo not drawn)	-4	5	0	nt	11	7	4	-1	3
CCN(c1ccccc1)S(=O)(=O)c1cccc(C(=O)NCC(c2ccco2)N2CCCC2)c1 (stereo not drawn)	21	-4	-6	1.4	1	5	-4	16	-9
CC1=C(C(=O)N(C(C)C)C(C)C)CC(CC(=O)NCCN2CCOCC2)C(=O)N1Cc1ccccc1 (stereo not drawn)	-1	-2	0	-0.3	1	-7	4	-4	4
O=c1c2[nH]c3ccccc3c2nc2n1CCS2	11	1	2	-4.8	1	-1	6	0	-4
O=C(Cc1ccc(-n2cccc2)cc1)NC1CCCCCC1	1	3	0	-1.8	-1	4	-6	-6	-5
Cc1nn2c(-c3cccc(NC(=O)c4ccco4)c3)nnc2c2ccccc12	2	-2	1	-0.8	9	11	-13	5	-5
CC(C)C[C@@H](CO)N1CCN(CCCc2ccccc2)CCC1=O	11	-1	-8	-0.6	2	14	0	2	-2
Cc1ccc(C)c(NC(=O)CCN2CCCCC2)c1	0	17	-10	-1.6	0	-5	2	-18	6
O=C1c2ccccc2C(=O)N1CCC1(O)C(c2ccccc2)=Nc2ccccc21 (stereo not drawn)	13	11	3	-1.7	5	-7	1	-13	-2
O=C(CSCC(=O)Nc1nc(-c2ccc3c(c2)OCO3)cs1)Nc1nccs1	-4	-18	4	-2.2	6	-19	6	12	-8
COc1ccccc1N(C)S(=O)(=O)c1ccc(C(=O)Nc2ccc(C(N)=O)cc2)cc1	9	2	2	-0.5	5	-1	3	-1	-22
O=c1cc(-c2ccccc2)nc(SCc2ccccc2F)[nH]1	3	5	6	-2.0	1	-3	-4	-5	0
CC(CCc1ccccc1)NC(=O)COC(=O)c1cccc(N(C)C)c1 (stereo not drawn)	16	9	-4	0.9	2	-4	2	-13	-3
CC(NS(=O)(=O)/C=C/c1ccccc1)C(=O)NCCc1ccc(S(N)(=O)=O)cc1 (stereo not drawn)	3	3	-1	-0.2	0	-1	-1	-4	1
CC(=O)c1cccc(-c2ccnc3c2CC(C(=O)Nc2ccc(F)c(Cl)c2)O3)c1 (stereo not drawn)	4	2	2	nt	14	-7	-6	-2	-6
CCOc1ccc(C2C3=C(Nc4nc(N)[nH]c(=O)c42)c2ccccc2C3=O)cc1 (stereo not drawn)	3	3	0	0.5	-1	0	-4	-3	-3
CCOC(=O)N1CCC(NC(=O)c2cccnc2SC)CC1	0	7	-1	-1.5	1	-17	5	-11	3
COc1ccccc1N(C)S(=O)(=O)c1ccc(Cl)c(C(=O)N2CCC2)c1	-11	6	-4	-0.3	1	-7	5	-12	8
COc1ccc(Cl)cc1C(=O)Nc1ccccc1N1CCCCC1	13	-3	-1	1.8	0	9	-9	5	-1
CCOc1cc(C2C3=C(CCCC3=O)N(CC(=O)O)C3=C2C(=O)CCC3)ccc1OC	6	12	-1	1.1	1	-2	-2	-10	2
CC(C)[C@H]1C(=O)Nc2ccccc2N1C(=O)N[C@@H](Cc1ccccc1)C(=O)N[C@@H](Cc1ccccc1)C(=O)O	1	-5	2	-2.1	0	-4	4	10	1
COc1cc(C(=S)N2CCN(c3ccccc3Cl)CC2)cc(O)c1O	5	3	-3	-2.8	10	-14	13	0	12
CCOc1ccc2ccccc2c1/C=N/NC(=O)CNC(=O)Cc1ccccc1	1	2	-4	-3.4	2	-8	-3	-1	-6
Cc1cc(C(=O)O)cc(S(=O)(=O)Nc2c(C)nn(C)c2C)c1C	14	8	4	4.8	0	-10	8	-15	-5
CN(C)CCN(CC1CCCN(Cc2ccccc2F)C1)C(=O)c1ccc(F)cc1 (stereo not drawn)	12	-5	-2	-1.1	0	9	-9	4	-4
COc1ccc(/C(C)=N/NS(=O)(=O)c2ccccc2)c(OC)c1	-2	1	-4	-2.2	0	-3	14	-2	0
Cc1cc(C)c(CN2CCC(n3nccc3NC(=O)C3CCOC3)CC2)cc1C (stereo not drawn)	5	-2	-5	1.2	0	4	-3	7	-6
CC1(C)Cc2cccc(OCC(=O)N3CCN(c4cccc(C(F)(F)F)c4)CC3)c2O1	4	-1	3	0.1	8	-6	-4	0	-7
O=C(NCc1cc(Cl)cc(Cl)c1)c1ccc2sc([C@H]3C[C@H](O)[C@@H](CO)O3)nc2c1	2	-1	1	nt	4	0	-3	2	-3
S=C(Nc1ccc(Br)cc1Cl)NN1CCOCC1	5	7	-5	5.0	1	-11	4	-6	-2
CN(C)C(CNC(=O)c1cnc(Cl)c(Cl)c1)c1ccccc1 (stereo not drawn)	2	0	-8	2.1	1	2	1	-6	-4
COCCNC(=O)/C(C#N)=C/c1cc(C(C)C)c(OC)cc1C	-3	15	-4	-5.3	1	-9	3	-13	4
Cc1ccc(C)c(NC(=S)NCc2cccs2)c1	1	6	-8	-0.2	0	-4	11	-12	8
CCN(C(=O)C(C)Cl)c1ccccc1 (stereo not drawn)	3	9	-1	-2.2	0	0	0	-13	2
CCOc1ccc(OCCC(=O)Nc2ccccc2C(=O)NC2CC2)cc1	1	-2	1	-2.3	4	-6	3	-1	-1
CCN(CC)c1cccc(OC2=NS(=O)(=O)c3ccccc32)c1	4	12	-1	-1.9	1	-5	7	-8	-5
COc1cccc(CNC(=O)COC(=O)CNC(=O)c2ccc(-c3ccccc3)cc2)c1	11	9	-4	-0.1	12	3	2	13	-4
Cc1cc(C)c2c(N)c(S(=O)(=O)c3ccccc3)sc2n1	12	2	-5	1.1	7	5	-10	3	-16
Cc1nc(NC(=O)CCc2ccccc2)ccc1Br	1	-1	-5	-1.2	-1	7	-6	-17	-2
Cc1cccc(N2CCN(C(=O)CCCCCn3c(=S)[nH]c4ccc(N5CCOCC5)cc4c3=O)CC2)c1C	-8	2	-6	-0.4	5	-12	2	-2	0
Cc1cc(Cl)cc(C)c1OCC(=O)N1CCN(c2ncccn2)CC1	3	-2	2	0.1	10	-2	-2	1	-10
Cc1ccccc1C(=O)N1CCC1(C)C(=O)NC(C)C (stereo not drawn)	-7	18	1	nt	0	-14	5	-14	-1
CCOC(=O)c1nc2c(=O)n(C)c(=O)n(C)c2n(C)c1=O	-21	15	7	-0.7	0	-17	12	1	16
CCN(CC)C(=O)C(Sc1ccccc1)c1ccccc1 (stereo not drawn)	-7	8	-1	-0.9	-2	-3	5	-7	-1

Limited to CHRM4 antagonist, for seven of the compounds above:
Molecule	CHRM4 antagonist
COc1ccc(/C(C)=N/NS(=O)(=O)c2ccccc2)c(OC)c1	-3
Cc1cc(C)c(CN2CCC(n3nccc3NC(=O)C3CCOC3)CC2)cc1C (stereo not drawn)	4
CC1(C)Cc2cccc(OCC(=O)N3CCN(c4cccc(C(F)(F)F)c4)CC3)c2O1	-6
O=C(NCc1cc(Cl)cc(Cl)c1)c1ccc2sc([C@H]3C[C@H](O)[C@@H](CO)O3)nc2c1	0
S=C(Nc1ccc(Br)cc1Cl)NN1CCOCC1	-11
CN(C)C(CNC(=O)c1cnc(Cl)c(Cl)c1)c1ccccc1 (stereo not drawn)	2
COCCNC(=O)/C(C#N)=C/c1cc(C(C)C)c(OC)cc1C	-9

The list continues:
SMILES	CHRM5 antagonist	CHRM1 PAM	CHRM5 agonist	CRFR2-BP ag	M4 ag	CHRM4 antagonist	CHRM4 PAM	M1 antag	CHRM5 PAM
O=C(CCNC(=O)c1ccc([N+](=O)[O-])cc1)NCCc1ccccc1	-8	11	-1	0.2	-1	4	2	-6	9
CC1=CC(C)(C)N(C(=O)CSc2nnc(-c3ccccc3)o2)c2ccc(C)cc21	0	-5	-3	-0.1	-1	-3	-7	2	-5
Cc1ccc(C(=O)NCC(=O)NC2CCC(C)CC2)s1 (stereo not drawn)	5	13	1	-0.6	1	-12	9	-12	2
CCOC(=O)c1c(NC(=O)c2cc(-c3cccc(O)c3)on2)sc(C(C)=O)c1C	-3	3	0	-2.0	2	-9	8	6	3
COc1ccc(Nc2nc(OC)nc(N3CCN(c4ccc(OC)cc4)CC3)n2)cc1	-1	-1	-2	2.0	0	10	4	7	-1
O=C(COc1ccccc1)Nc1ccc(S(=O)(=O)N2CCCC2)cc1	-3	3	1	-0.6	2	-3	-3	-6	-2
O=C(Nc1ccc2c(c1)OCCO2)C1c2ccccc2OCC(=O)N1Cc1ccc2c(c1)OCO2 (stereo not drawn)	3	nt	3	nt	3	-16	8	nt	-6
CCOc1ccc(C(=O)NCC(=O)OCC(=O)Nc2cccc(S(=O)(=O)N3CCCC3)c2)cc1	2	1	-1	-0.1	3	2	-11	-7	2
Cc1nc2ccccc2c(=O)n1/N=C/c1ccco1	10	5	4	1.3	1	1	7	3	7

Entries of single compounds as entered above:
O=C(CCNC(=O)c1ccc([N+](=O)[O-])cc1)NCCc1ccccc1 as listed: CHRM5 antagonist: -8; CHRM1 PAM: 11; CHRM5 agonist: -1; CRFR2-BP ag: 0.2; M4 ag: -1; CHRM4 antagonist: 4; CHRM4 PAM: 2; M1 antag: -6; CHRM5 PAM: 9
CCOC(=O)c1c(NC(=O)c2cc(-c3cccc(O)c3)on2)sc(C(C)=O)c1C as listed: CHRM5 antagonist: -3; CHRM1 PAM: 3; CHRM5 agonist: 0; CRFR2-BP ag: -2.0; M4 ag: 2; CHRM4 antagonist: -9; CHRM4 PAM: 8; M1 antag: 6; CHRM5 PAM: 3
